aDG glyco act = alpha-DG glycosylation activation; Pro5-aDG cells, alpha-DG glycosylation AlphaScreen (IIH6); 0% Pro5, 100% B10-LARGE cell signal; activation, % at 10 µM; 0.22% of 360,000 active; AID 624168;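 active = activation of at least 8% versus controls, or a plate z-score of at least 8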;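 also: Pro5 are CHO cells carrying HIG-tagged alpha-DG that lacks glycosylation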
PDI turbidity = PDI (human) enzyme inhibition. P07237. PDI insulin aggregation turbidity, A650, 90 min. inhibition, % at 10 µM. AID 588391. 0.052% of 350,000 active;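 active = mean inhibition across replicates of 30% or more, whatever share of single replicates reach that level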;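 also: absorbance from insulin aggregation driven by PDI reduction with DTT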
Target sequence (P07237 whole entry, looked up): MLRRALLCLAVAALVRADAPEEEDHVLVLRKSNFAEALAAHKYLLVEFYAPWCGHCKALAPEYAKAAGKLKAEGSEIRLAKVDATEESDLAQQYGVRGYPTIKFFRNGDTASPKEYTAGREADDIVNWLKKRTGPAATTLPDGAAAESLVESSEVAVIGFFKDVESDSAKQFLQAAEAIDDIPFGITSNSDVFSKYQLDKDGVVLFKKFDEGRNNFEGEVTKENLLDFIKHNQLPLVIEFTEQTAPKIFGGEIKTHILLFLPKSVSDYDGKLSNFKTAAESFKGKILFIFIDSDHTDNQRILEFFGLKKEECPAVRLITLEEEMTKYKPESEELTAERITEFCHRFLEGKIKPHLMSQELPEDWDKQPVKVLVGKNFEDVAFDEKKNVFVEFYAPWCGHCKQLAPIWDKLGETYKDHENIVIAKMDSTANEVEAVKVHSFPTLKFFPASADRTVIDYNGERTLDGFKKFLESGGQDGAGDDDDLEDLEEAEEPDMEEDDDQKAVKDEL
Peg3 promoter = reduces Peg3 promoter-driven luciferase expression in HeLa | HeLa PEG-Prom luciferase reporter, luminescence, overnight | inhibition, % at 20 µM | 1.7% of 360,000 active;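 active = inhibition of at least 50% at 20 µM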
HIF-2a block = inhibitors of HIF-2a; 0.72% of 360,000 active; inhibition, % at 18.8 µM; 786-0 RCC cells HIF-2a reporter, luciferase luminescence, overnight;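 active = inhibition of the luminescence signal of 40% or more relative to plate controls, in a single-dose primary screen at 18.75 µM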
NR2E3 ag-1 = human photoreceptor-specific nuclear receptor agonism. CHO-S Gal4-NCOR/VP16-NR2E3 two-hybrid, luciferase. 0.35% of 360,000 active. AID 602229. Q9Y5X4. inhibition of corepressor binding, % at 3.98 µM;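 active = inhibition above the mean of all tested compounds plus 3 SD, cut at about 70% in these data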;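 also: 0% = DMSO with NR2E3 transfected cells and 100% = cells lacking NR2E3 construct; higher means lower luciferase signal from less NR2E3 corepressor binding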
Target sequence (Q9Y5X4 whole entry, looked up, the tested form may be a part): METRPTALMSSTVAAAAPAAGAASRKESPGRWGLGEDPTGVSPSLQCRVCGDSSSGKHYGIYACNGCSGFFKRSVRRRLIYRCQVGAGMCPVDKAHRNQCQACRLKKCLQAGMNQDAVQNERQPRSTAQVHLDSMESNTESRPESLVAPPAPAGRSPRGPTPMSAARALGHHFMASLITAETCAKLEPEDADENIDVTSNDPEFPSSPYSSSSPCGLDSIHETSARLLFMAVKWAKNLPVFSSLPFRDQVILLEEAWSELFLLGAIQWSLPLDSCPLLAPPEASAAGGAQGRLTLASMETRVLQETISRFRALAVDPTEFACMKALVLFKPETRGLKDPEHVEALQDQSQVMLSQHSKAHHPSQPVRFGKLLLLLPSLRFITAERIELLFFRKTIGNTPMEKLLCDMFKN
Exocytosis inh = lytic granule exocytosis inhibition; TALL-104 LAMP-1 surface exposure, flow cytometry; cells stimulated with thapsigargin and PMA; inhibition, % at 10 µM; 0.66% of 360,000 active; AID 651702;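 active = inhibition above about 55%, limit read from the data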
Vif imaging = inhibitors of HIV Vif | HEK293T cells, Vif self-association by quenched fluorescence, imaging, 24 h | inhibition, % at 7.49 µM | 0.35% of 340,000 active | AID 602346; in the data active = inhibition above about 50%, passing the limit was not always enough; also: some results filed as inactive read as strong as hits
iPSC survival up = increases survival of single human iPS cells. AID 602274. 0.044% of 360,000 active. survival enhancement, % at 20 µM. hiPSC single-cell survival, ATPlite luminescence; 100% = ROCK inhibitor wells, 0% = DMSO; in the data active = survival enhancement above about 18%;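 also: cells exposed to compounds for 16 hours before the ATP read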
NR2E3 ag-2 = activates human photoreceptor nuclear receptor NR2E3 | Q9Y5X4 | GST-NR2E3/biotin-RetCOR TR-FRET, 1536-well | inhibition of corepressor binding, % at 4.78 µM | 0.12% of 320,000 active | AID 2300;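 active = percent inhibition above the cutoff of mean plus 3 SD of all tested compounds, set per screening campaign, cut at about 20% in these data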;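 also: 0% = DMSO wells and 100% = biotin wells as full block of FRET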
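Format: 1536-well format; test system: GST-NR2E3 and biotin-RetCOR proteins; read-out basis: percent inhibition of TR-FRET ratio; timing: 5 h incubation at 4 °C; detection: time-resolved FRET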
MITF TRPM1 inh = inhibitors of MITF-driven TRPM1 promoter in melanoma cells | SK-MEL-5 TRPM1 promoter luciferase, 24 h | inhibition, % at 12.5 µM | 0.83% of 330,000 active | AID 488899;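 active = mean inhibition across replicates of 60% or more, whatever share of single replicates reaches that level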; also: values of inactives mirror those of a sister screen read the other way
CaV13 FRET inh = Primary screen for inhibitors of IQ motif and Ca2+-dependent inactivation inhibitor domain binding in CACNA1D, Förster resonance energy transfer in living cells, … | HEK cells, CFP/YFP FRET ICDI-IQ, plate reader, 10 min; percent FRET-ratio fall versus neutral wells | inhibition, % at 12.3 µM | 0.098% of 340,000 active | AID 743397;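 active = mean replicate inhibition of at least 30% and at least 1% of replicates passing that level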;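 also: 0% = median of the neutral control wells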
* = called active by the depositor; / = no result given.

#	Compound	aDG glyco act	PDI turbidity	Peg3 promoter	HIF-2a block	NR2E3 ag-1	Exocytosis inh	Vif imaging	iPSC survival up	NR2E3 ag-2	MITF TRPM1 inh	CaV13 FRET inh
1	CC(C)=C[C@@H]1C[C@H](C)[C@H]2CC[C@H](C)c3c(O)c(O)c(C)c1c32	0.1	-8	23	18	10	1	-13	-3.8	1	-1	-4
2	COC(=O)c1cc(NS(=O)(=O)c2ccc(N3CCOCC3)c(N)c2)cc(C(=O)OC)c1	0.5	-29	-10	3	14	-1	-4	0.9	4	10	-3
3	O=C(NCc1ccccc1)C1Cc2c(-c3cccc(F)c3)ccnc2O1 (stereo unspecified)	-0.1	-6	-24	3	-7	6	13	-0.1	/	/	12
4	CCn1c2ccccc2c2cc(CN3CCN(S(=O)(=O)Cc4ccccc4)CC3)ccc21	0.1	-14	9	18	12	4	-10	0.9	-4	4	-3
5	COc1ccc(CC(=O)Nc2ccc3c(C)cc(=O)oc3c2)cc1OC	0.3	2	7	-17	-8	0	/	0.9	1	-10	-4
6	COc1ccccc1NS(=O)(=O)c1cccc(C(=O)N/N=C/c2ccc3c(c2)OCCO3)c1	-0.4	4	-42	-79	-7	-2	3	2.3	-2	-5	-14
7	CC(Oc1ccc(/C=N/NC(=O)Cc2cccc3ccccc23)cc1)C(=O)O (stereo unspecified)	0.0	9	10	13	16	1	-2	0.6	-2	1	-3
8	CC(NC(=O)c1ccco1)C(=O)N(C)Cc1ccc(C(F)(F)F)cc1 (stereo unspecified)	0.0	7	2	4	2	-4	-4	-0.6	-1	1	-5
9	Cc1ccc(-c2cc(-c3ccc(F)cc3)c(C#N)c(N)n2)o1	0.2	-25	32	23	-2	-4	-5	-0.4	1	0	-4
10	N#Cc1cccc(C(=O)OCc2cccc(S(=O)(=O)N3CCOCC3)c2)c1	-0.3	1	3	14	4	1	-5	-0.1	/	0	-5
11	O=C(c1cccc(Oc2ccc([N+](=O)[O-])cc2Cl)c1)N1CCCCC1	0.0	12	2	1	2	-10	-12	0.7	4	11	-18
12	OCCN1CCN(c2ncnc3c2ncn3[C@H]2CN(Cc3ccc4c(c3)OCO4)C[C@@H](CO)O2)CC1	-0.2	9	0	-7	10	-2	-6	1.1	/	/	-14
13	COc1nc(C)cc(C)c1S(=O)(=O)c1ccccc1	0.0	7	19	13	-14	7	-8	-0.7	-3	4	-4
14	CC(C)OCCCNc1ncnc2c1[nH]c1ccccc12	5.4*	3	-70	-143	39	1	-20	2.3	-2	14	-4
15	COc1ccc(N2CCN(C(=O)CNC(=O)c3ccco3)CC2)cc1	0.4	-9	9	8	-2	3	-8	-0.6	2	-3	-5
16	O=C(OCc1cccc([N+](=O)[O-])c1)c1ccncc1	0.0	0	15	15	4	0	-1	0.8	3	1	-6
17	CN(C)S(=O)(=O)c1cc(NC(=O)CN2C(=O)NC3(CCCc4ccccc43)C2=O)ccc1Cl (stereo unspecified)	-0.3	-2	-1	12	-25	-1	1	1.5	3	2	-10
18	O=C(Nc1ccccn1)C(NS(=O)(=O)c1cccc2nsnc12)c1ccccc1 (stereo unspecified)	0.0	-1	13	12	-10	1	1	-1.3	0	5	-4
19	O=C(COc1ccc(Cl)cc1)Nc1ccc(N2CCN(C(=O)c3ccco3)CC2)cc1	0.4	9	10	-9	16	-2	-6	0.2	3	22	-7
20	CC(C)NC(=O)C1CCN(C2CCN(Cc3nc4ccccc4s3)CC2)CC1	-0.2	-2	2	10	-6	2	0	-2.0	-2	6	5
21	CCCOc1ccccc1-c1nc(SCCC(=O)O)n[nH]1	0.0	-5	1	-1	4	7	-7	0.2	3	14	-9
22	CCCn1c2c(c(O)c(C(=O)NCCCN(CC)CC)c1=O)CCCC2	1.0	-7	15	6	-8	-3	0	1.7	2	-11	-5
23	COc1ccc(CNC(=O)COC(=O)c2ccc3c(c2)OCCO3)cc1	0.1	1	-2	4	-2	10	3	1.6	3	7	/
24	O=C(O)CCCCCN1C(=O)C(O)=C(C(=O)/C=C/c2ccccc2)C1c1ccc2c(c1)OCO2 (stereo unspecified)	-0.1	-6	-16	5	-7	1	-3	-0.2	-6	5	7
25	CC(NC(=O)COC(=O)c1ccc2c(=O)n3c(nc2c1)CCCCC3)c1ccccc1 (stereo unspecified)	0.0	-7	-9	-2	-10	-4	2	2.0	1	-7	-3
26	N=C1SC(CC(=O)Nc2ccc([N+](=O)[O-])cc2)C(=O)N1c1ccccc1 (stereo unspecified)	-0.1	-6	7	28	-16	8	-1	-0.6	4	12	-20
27	Cc1ccc(C(=O)N/C(=C/c2cccnc2)C(=O)NCc2ccco2)cc1	-0.2	-4	8	-2	-11	-2	-6	2.6	0	-7	-5
28	O=C(c1ccc2c(=O)n(Cc3ccccc3Cl)c(=S)[nH]c2c1)N1CCCC1	-0.2	-4	7	4	-17	3	-10	0.3	0	-15	-1
29	Oc1ccccc1-c1nc2c3ccccc3c3ccccc3c2[nH]1	0.6	9	-12	-25	9	-4	/	-0.6	3	10	-5
30	Nc1nc(NCCOCCO)nc(Nc2cccc(F)c2)c1[N+](=O)[O-]	-0.2	11	18	-2	-25	-11	-11	-0.1	/	/	-3
31	COc1cc(/C=C/C(=O)Nc2ccc(S(=O)(=O)Nc3onc(C)c3C)cc2)cc(OC)c1OC	0.0	-4	10	10	-26	3	-1	0.0	/	2	-2
32	COc1ccccc1CC(=O)NC(=O)c1ccccc1O	-0.1	-1	5	7	10	6	-10	1.8	7	2	-21
33	CCN(Cc1ccccc1)S(=O)(=O)c1ccc(S(=O)(=O)N(Cc2cccc(OC)c2)CC2CCCO2)cc1 (stereo unspecified)	0.0	-1	23	6	16	1	/	-0.8	3	17	-7
34	CC(C)CN1C(=O)N(c2ccc(Cl)cc2)C(C)(O)CC1(C)C (stereo unspecified)	0.1	4	-10	12	-1	2	-10	-0.3	-1	-3	-4
35	Cn1c(SCC(=O)N2CCCc3ccccc32)nnc1-c1cccs1	0.2	-1	16	21	8	-2	-6	3.2	-2	-6	/
36	Cc1ccc2c(CC(=O)N3CCc4ccccc43)coc2c1	0.1	0	-204	-266	-130	-2	-4	-2.9	-4	-73	0
37	Nc1ncnc2c1ncn2[C@@H]1O[C@H](CNS(=O)(=O)c2cc(S(=O)(=O)c3ccccc3)cs2)[C@@H](O)[C@H]1O	-0.3	-3	-6	6	-16	0	/	-0.2	/	15	-7
38	CC1CC(C(F)F)n2nc(C(=O)O)cc2N1 (stereo unspecified)	-0.1	0	18	29	-52	2	-15	-2.9	-2	-2	-5
39	COc1ccc(C=NNc2nc3c([nH]2)c(=O)n(C)c(=O)n3C)cc1	-0.1	-9	-11	-19	-23	0	-5	-0.2	/	-5	-6
40	CCn1cc([N+](=O)[O-])nc1C	0.0	-3	14	18	27	0	-1	-2.7	2	-2	-5
41	O=C(Nc1ccc(-c2nnc3n2CCCCC3)cc1)c1cc2ccccc2o1	0.7	19	-12	-6	-12	-2	3	-1.0	4	9	-1
42	COc1ccc([N+](=O)[O-])cc1NC(=O)Cc1ccc(Cl)cc1	0.5	-1	26	10	-12	5	-1	-0.4	0	-1	-7
43	O=C(Nc1ccc(Cl)cc1)c1csc([C@H]2C[C@H](O)[C@@H](CO)O2)n1	0.1	9	-232	-202	-75	-5	-14	-0.7	/	/	-5
44	O=C(CN1CCCCC1)n1c2ccccc2c2ccccc21	0.0	4	0	6	13	4	-3	1.2	0	-10	18
45	COC(=O)C1=C(C)N=C2SCCC(=O)N2C1c1cccs1 (stereo unspecified)	0.1	1	-13	4	4	-1	11	5.4	1	-2	/
46	COc1cc(C(=O)NCC(=O)OCC(=O)c2cccc3ccccc23)cc(OC)c1OC	0.0	-2	7	7	-8	0	-4	0.5	2	21	-5
47	CCOc1ccc(S(=O)(=O)N2CCCCC2)cc1NC(=O)CSCc1c(C)noc1C	-0.3	-2	23	9	-29	-4	1	-0.4	0	3	-14
48	CCN1CCc2c(sc(NC(=S)NC(=O)c3ccco3)c2C(N)=O)C1	0.1	6	-36	-65	-46	-7	5	-0.5	-2	/	-1
49	COc1ccccc1NC(=O)N(C)C[C@@H]1Oc2ncc(Br)cc2C(=O)N([C@H](C)CO)C[C@@H]1C	0.0	0	-5	6	-26	-6	-3	-0.2	/	/	-4
50	Cc1onc(-c2ccccc2Cl)c1C(=O)Nc1ccccc1	0.1	-1	11	6	21	-1	-5	-1.8	2	-13	/

The results go on:
#	Compound	aDG glyco act	PDI turbidity	Peg3 promoter	HIF-2a block	NR2E3 ag-1	Exocytosis inh	Vif imaging	iPSC survival up	NR2E3 ag-2	MITF TRPM1 inh	CaV13 FRET inh
51	O=C1N[C@@H](Cc2ccccc2)COC(=O)[C@H](Cc2ccc(F)cc2)C/C=C\C[C@H]1CC(=O)N(CCO)Cc1ccccc1	0.3	6	29	2	-23	12	/	-2.1	/	8	-6
52	CC(=O)Nc1c(Cl)cc2c(c1Cl)C(=O)c1ccccc1-2	0.2	-1	-21	-59	-21	-1	-5	0.6	/	12	-9
53	O=C(c1noc2c1CCCC2)N1CCCCC1	0.0	-3	-14	-38	-35	0	0	3.6	7	2	-9
54	Cc1cccc(N2CCN(C(=O)c3ccncc3)CC2C)c1 (stereo unspecified)	0.0	8	17	11	-14	-3	5	-1.7	5	9	-4
55	Nc1nc(N)nc(-c2cccc(Br)c2)n1	0.4	-2	-243	-227	-61	-1	-2	4.0	/	-45	-5
56	N#CCC(=O)N/N=C/c1ccc(N2N=C(c3ccccc3)CC2c2ccccc2)cc1 (stereo unspecified)	0.4	11	12	22	12	53	11	-0.6	2	22	-15
57	CC1=C(C(=O)N(C)C)CC(CC(=O)NCCCCc2ccccc2)C(=O)N1CCC1=CCCCC1 (stereo unspecified)	-0.1	1	-3	7	-23	-1	/	-0.9	/	/	-2
58	CCCCn1nnnc1C(c1cc2ccccc2o1)N(C)CCc1ccccc1 (stereo unspecified)	0.3	/	/	3	7	12	/	-0.8	/	/	-6
59	Cc1cc(-c2nc3ccccc3s2)ccc1N	0.0	6	-62	-26	-170	-10	4	-2.0	/	18	-6
60	Cc1cc(NC(=O)CSc2nc3cc4c(cc3c(=O)n2CCc2ccccc2)OCO4)no1	1.6	7	23	-18	-31	-4	-15	-2.0	4	45	-5
61	CN(Cc1ccc2nonc2c1)Cc1nc(CC2CC2)no1	0.2	2	-5	5	-16	4	8	-0.9	0	7	-3
62	O=C(O)COc1ccccc1C=NNC(=O)c1ccc(NS(=O)(=O)c2cccs2)cc1	0.0	4	-49	-25	-7	-8	-2	-0.3	/	-9	-6
63	C=CCNC(=O)c1onc(CSc2cccc(C)c2)c1C(=O)O	-0.2	0	-2	-5	-28	-13	-1	-1.1	4	8	-11
64	O=[N+]([O-])c1ccccc1/C=C/CN1CCC(O)CC1	0.1	-5	10	5	-2	0	0	-0.2	/	-6	-2

Source: PubChem
